KCNH2 WT inh = KCNH2 (human, wildtype) channel inhibition; Q12809; activity change, % at 1.84 µM; U2OS, BacMam KCNH2, thallium flux FluxOr; active compounds read low; hit rate 0.37% among 340,000; AID 720551;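 active means maximum activity change below -70%; inconclusive means maximum activity change between -70% and -50%; inactive means maximum activity change above -50%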; further: on the % scale 0 is the no-effect control and ±100 the full control effect
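U2OS cells transduced with wild-type KCNH2 virus are loaded with FluxOr dye for 45 min, and thallium flux is measured in kinetic reads before and after stimulation buffer. Rate constants are normalized to DMSO controls.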
Mito fusion yeast = inhibitors of mitochondrial division or activators of mitochondrial fusion; S. cerevisiae fusion-defective mutant growth rescue, CellTiterGlo 48 h; Potency, µM (top dose mostly 46.1 µM), inactives show top-dose growth rescue (activation), usual class: activators; hit rate 0.23% among 320,000; AID 485298;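 further: potency means the concentration at half of the fitted maximal effect; % of control where 0% means no effect; nearly all actives have a fitted effect of over 45% in size; temperature-sensitive fusion mutants such as fzo1-1 at 37 °C on non-fermentable ethanol glycerol medium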
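S. cerevisiae fusion-defective temperature-sensitive mutants (e.g. fzo1-1, mgm1-5) grown 48 h at 37C in YPEG (ethanol/glycerol non-fermentable) medium with 23 nl compound per well; growth rescue read as CellTiterGlo luminescence.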
USP2a block = USP2a (human) protease inhibition; O75604; USP2 core, Ub-CHOP2 coupled fluorogenic reporter, 485/531; Potency, µM (series often up to 38.3 µM), for the others: top-dose activity change, negative = inhibition, most hits filed as inhibitors; hit rate 0.01% among 330,000;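 further: potency means the concentration at half of the fitted maximal effect; plate controls were DMSO wells for no effect and full inhibition by NEM control for full effect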
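USP2 core (10nM final) preincubated 30min RT with compound in 20mM Tris-HCl pH 8.0, 2mM CaCl2, 2mM beta-mercaptoethanol, 0.05% CHAPS; 25nM Ub-CHOP2 plus 25nM reporter substrate added, fluorescence (Ex485/Em531) read after 60min.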
ELG1 repair inh = inhibitors of ELG1-dependent DNA repair in HEK293T cells. HEK293T ELG1-luciferase reporter, luminescence, 16 h; DNA damage induced by 5-fluorouridine. Potency, µM (doses to about 46.1 µM), for inactives: at the top dose activity change, negative = inhibition, most hits filed as inhibitors. hit rate 2.3% among 330,000; further: potency means the concentration at half of the fitted maximal effect; on the % scale 0 is the no-effect control and ±100 the full control effect; nearly all actives have a fitted effect of over 55% in size
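5-Fluorouridine DNA damage + compound/DMSO, 2,000 cells/well, 16 h, 37 °C/5% CO2. ONE-Glo, 30 min RT, luminescence. Readout = decrease in reporter signal.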
TCR act = activates T cell receptor signaling; primary human leukocytes, anti-CD3, IL-2 HTRF, 48 h; Potency, µM (top dose mostly 9.22 µM), for inactives: at the highest dose activation of IL-2 secretion, most hits filed as activators; 330,000 tested, under 10 active; further: % of control where 0% means no effect
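Using a-CD3 beads without co-stimulation, primary human leukocytes were exposed to compounds for 48 hr. An HTRF IL-2 kit measured the cytokine, with europium-to-d2 energy transfer producing emission at 665nm upon 320nm excitation.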
Eya2 phos inh = Eya2 (human) phosphatase inhibition. hit rate 0.006% among 330,000. recombinant Eya2, OMFP fluorescence dephosphorylation (OMFP is methylfluorescein phosphate). Potency, µM (highest dose often 76.9 µM), for the others: at the highest dose activity, negative = inhibition, hits mostly inhibitors. O00167. AID 488837; further: potency means the concentration at half of the fitted maximal effect; on the % scale 0 is the no-effect control and ±100 the full control effect
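Eya2 (0.2 uM) preincubated 10 min at ambient with compound, then OMFP substrate added at 50 uM; 10 min reaction in 50 mM HEPES pH 7.5, 50 mM NaCl, 5 uM MgCl2, 0.05% BSA, 1 mM DTT. Fluorescence read at Ex 485/Em 525 nm.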
AT treatment = potential ataxia-telangiectasia treatments restoring KAP-1 phosphorylation; AID 485349; […] A-T fibroblasts, KAP-1 phosphorylation AlphaLISA; neocarzinostatin DNA damage 30 min before lysis; hit rate 0.19% among 320,000; Potency, µM (highest dose often 57.5 µM), without a hit: top-dose activation, hits mostly activators; further: potency means the concentration at half of the fitted maximal effect; % of control where 0% means no effect; nearly all actives have a fitted effect of over 45% in size
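ATM-like activity read as KAP-1 phosphorylation via AlphaLISA donor/acceptor antibody pairs after lysis and 6 hr at 25C. Cells were ATM-null patient fibroblasts ([…], hTERT), dosed 60 min, then exposed to the DSB inducer NCS for 30 min.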
TSHR antagonist = blocks TSH signaling through the human TSH receptor; hit rate 0.2% among 330,000; TSHR-expressing cells, TSH-stimulated cAMP HTRF, 2 h; active compounds read low; activity change, negative = inhibition, % at 11.5 µM; AID 504810;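 active means activity change below a set negative limit, meaning inhibition stronger than a set level, cut at about -70% in these data; inconclusive means activity change between two set negative limits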; further: on the % scale 0 is the no-effect control and ±100 the full control effect
Target sequence (P16473 whole entry, looked up): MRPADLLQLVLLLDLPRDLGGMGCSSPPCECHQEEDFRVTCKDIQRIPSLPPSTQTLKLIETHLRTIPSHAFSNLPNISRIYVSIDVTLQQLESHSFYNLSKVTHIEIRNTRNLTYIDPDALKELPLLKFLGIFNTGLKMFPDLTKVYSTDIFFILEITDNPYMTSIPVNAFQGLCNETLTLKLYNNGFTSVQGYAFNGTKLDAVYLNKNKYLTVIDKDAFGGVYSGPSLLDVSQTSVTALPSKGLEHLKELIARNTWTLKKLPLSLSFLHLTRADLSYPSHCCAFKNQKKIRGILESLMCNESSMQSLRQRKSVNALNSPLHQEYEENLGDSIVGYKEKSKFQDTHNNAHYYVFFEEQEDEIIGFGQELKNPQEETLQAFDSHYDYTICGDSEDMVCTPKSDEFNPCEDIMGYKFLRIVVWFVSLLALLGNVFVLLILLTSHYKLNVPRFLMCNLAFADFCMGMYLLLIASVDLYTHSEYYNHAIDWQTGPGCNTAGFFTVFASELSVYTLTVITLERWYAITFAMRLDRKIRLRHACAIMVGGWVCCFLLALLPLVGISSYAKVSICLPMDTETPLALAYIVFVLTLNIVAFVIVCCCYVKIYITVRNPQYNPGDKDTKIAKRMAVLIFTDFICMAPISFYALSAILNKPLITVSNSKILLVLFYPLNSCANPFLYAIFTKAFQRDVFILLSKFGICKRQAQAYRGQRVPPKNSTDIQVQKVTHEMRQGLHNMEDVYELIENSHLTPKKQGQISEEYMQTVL
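Competitive HTRF cAMP read-out (cryptate anti-cAMP antibody, cAMP-d2; 30 min, room temperature) in freshly harvested TSHR cells. Compounds added before TSH at EC80 (4nM final), followed by 2 hours' incubation at 37 deg C.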
TRPV1 agonist = activates the human vanilloid receptor TRPV1; Q8NER1; TRPV1-expressing cells, Fluo-8 calcium influx, agonist mode; activation, % at 8.33 µM; hit rate 0.19% among 320,000; in the data active means activation above about 80%; inconclusive means between about 30% and that limit; further: 0% is about no effect
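Fluo-8 calcium influx in TRPV1-expressing cells, kinetic read (ex 480/em 520 nm). Compound added and read 3 min for agonist activity, followed by capsaicin at EC20 final and 2 min further read for enhancement.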
KCNH2 3.1 inh = blocks the human KCNH2 3.1 channel isoform; U2OS KCNH2 3.1, thallium flux FluxOr; active compounds read low; activity change, % (tested at about 1.8 µM); hit rate 0.95% among 340,000;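 active means maximum activity change below -70%; inconclusive means maximum activity change from -70% to -50%; inactive means maximum activity change above -50%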;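 further: thallium influx rate constant from kinetic fluorescence after stimulation buffer; on the % scale 0 is the no-effect control and ±100 the full control effect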
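We transduce U2OS cells with the mutant 3.1 virus, culture them overnight, load FluxOr with Red40 quencher for 45 min, then add stimulation buffer and read kinetically for 2 min to derive a normalized rate constant.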
An asterisk follows results filed as active; i = inactive; ? = inconclusive; . = no result given; [ ] = dose if it differs, or a comment. Unless noted, the call rests on the fitted dose curve; in most records, active means well fitted curve in the direction sought with a large enough effect; inconclusive means small, poorly fitted or top-dose-only effect, or another doubt; inactive means no such curve, though single readings can be large; an effect the other way counts as inactive or inconclusive. Only part of the results is shown; count on the stated rates, not on these rows.

SMILES | KCNH2 WT inh | Mito fusion yeast | USP2a block | ELG1 repair inh | TCR act | Eya2 phos inh | AT treatment | TSHR antagonist | TRPV1 agonist | KCNH2 3.1 inh
O=C(COC(=O)Cn1[nH]c(=O)c2ccccc2c1=O)Nc1ncc(Cl)cc1Cl | 28 | 5% | 0% | 5% | 2% | -5% | -3% | 0 | 0 | 8
O=C(CSc1cn(CCNC(=O)c2ccccc2)c2ccccc12)NCc1ccco1 | 4 | 0% | -1% | ? | 8% | -12% | 11% | -8 | 20 | 5
Cc1cc(C)nc(SCC(=O)NCc2ccco2)n1 | 0 | -1% | -1% | 4% | 1% | -3% | 0% | -1 | 3 | -10
CCN(CC)S(=O)(=O)c1ccc(NCc2ccccn2)nc1 | 11 | -11% | 0% | 7% | -1% | 11% | -3% | 8 | 4 | -1
COc1ccc(NC(=O)NCC(C)CSc2ccc(C)cc2)c(OC)c1 (stereo not drawn) | -10 | -5% | -2% | ? | 2% | 5% | 8% | 29 | -7 | 6
COc1ccc(NC(=O)COC(=O)c2ccncc2)c(OC)c1 | i | -4% | 3% | 1% | -3% | -21% | 6% | -8 | 2 | -5
N/C(=N\OC(=O)c1ccccc1)c1ccncc1 | -7 | 8% | 3% | ? | 5% | 2% | -3% | -2 | 5 | -9
O=C(NNC(=O)c1cccs1)c1ccc(Cl)c(S(=O)(=O)N2CCCC2)c1 | 0 | . | 4% | -10% | 4% | -5% | -4% | . | . | -3
c1ccc(C2=Nn3c(nnc3-c3ccco3)SC2)cc1 | 4 | 13% | -5% | ? | 3% | -12% | -6% | -6 | 12 | .
O=C(/C=C/c1ccccc1)NCCS(=O)(=O)N1CCN(c2ccc(F)cc2)CC1 | 10 | 0% | 1% | -4% | -3% | -27% | 12% | -3 | -2 | -30
O=C(c1ccc(Br)o1)N1CCN(c2ccccn2)CC1 | -10 | 3% | 1% | 0% | -5% | -5% | 14% | 10 | 6 | 11
CCS(=O)(=O)N1Cc2ccccc2CC1C(=O)OCC(=O)Nc1ccc(C)cc1 (stereo not drawn) | -9 | 4% | -5% | 1% | 5% | -18% | 0% | 7 | 0 | -11
Cc1ccc(C(C)C)c(OCc2ccc(C(=O)N/N=C/c3cccc(O)c3O)cc2)c1 | -3 | 2% | -17% | 20% | 4%[46.1 µM] | -7% | -6% | -13 | 9 | -2
Cc1ccc(S(=O)(=O)Nc2ccc3c(c2)OCCO3)c(C)c1NS(C)(=O)=O | -1 | 4% | 1% | -4% | -13% | 4% | 3% | -9 | 1 | 6
COc1ccc(NCc2ccc([N+](=O)[O-])s2)c(OC)c1 | -1 | 7% | -1% | -1% | 1%[46.1 µM] | 4% | -10% | -6 | -5 | -24
NC(=O)COC(=O)c1cc(-c2cccs2)nn1-c1ccccc1 | 13 | 0% | 1% | 11% | -8% | 3% | 2% | -1 | 7 | 18
O=C(COC(=O)c1cccc(S(=O)(=O)N2CCOCC2)c1)Nc1ccc2c(c1)OCO2 | 6 | 5% | -2% | 15% | -1% | 1% | -2% | -4 | 2 | -18
Cc1ccc(C2CC(c3ccccc3Cl)n3nc(N)nc3N2)cc1 (stereo not drawn) | -5 | -3% | 0% | 13% | 0% | -5% | 14% | -5 | . | -2
COc1ccc(N(C(=O)CNC(=O)c2cccs2)C(C(=O)NCC2CCCO2)c2ccccc2)cc1 (stereo not drawn) | 15 | 3% | 1% | -17% | -3% | 1% | 0% | 8 | 0 | 11
COc1ccc(N2C(=O)C(F)(F)C2c2cccc(F)c2)cc1 (stereo not drawn) | . | -2% | 4% | 11% | 1% | 7% | 3% | -5 | 11 | -7
COc1cc(/C=N/NC(=O)c2cccnc2)ccc1OC(=O)c1ccc2c(c1)OCO2 | 2 | -2% | -2% | 8% | -4% | -14% | -2% | -10 | 1 | 7
COc1cc(/C=C/C(=O)O)cc(S(=O)(=O)Nc2ccccc2C(=O)NCc2ccco2)c1OC | 1 | . | 0% | 0% | 6% | -1% | 8% | 5 | . | -9
O=C(NCC(c1cccnc1)N1CCN(c2ccc(F)cc2)CC1)c1cccc(Cl)c1 (stereo not drawn) | -21 | 3% | 0% | -18% | 3% | -16% | 4% | -22 | -3 | -8
COc1ccc(OCCC(=O)OCC(=O)Nc2cccc(S(=O)(=O)N3CCOCC3)c2)cc1 | 1 | 4% | 2% | ? | 5% | -2% | 15% | 7 | 2 | -20
COc1ccc(N2CCN(C3CCCCC3NS(=O)(=O)c3ccc(Cl)cc3)CC2)cc1 (stereo not drawn) | -18 | -7% | 0% | -27% | 2% | 1% | -17% | -16 | 5 | -19
COC(=O)CCCC(=O)OC | 4 | . | 0% | 9% | -1% | 4% | -15% | 7 | . | 13
Cc1cc(C)n(-c2nc3ccccc3nc2NCCc2ccccc2)n1 | 22 | 7% | 3% | 8% | -3% | -2% | ? | 8 | . | -1
O=C1C(C=Nc2ccccc2)=C(O)c2ccccc21 | 24 | 4% | -1% | ? | 2% | 6% | -2% | -4 | 12 | 2
CC1(c2ccccc2Cl)NC(=O)N(CC(=O)Nc2ccccc2OC(F)F)C1=O (stereo not drawn) | -5 | 10% | 3% | 0% | 4% | 4% | 3% | -2 | 2 | 10
Cc1ccc(C(=O)CN2C(=O)NC3(CCOc4ccccc43)C2=O)s1 (stereo not drawn) | 18 | 2% | 0% | 17% | . | 17% | 1% | -6 | -6 | -5
O=C(O)CNc1ncccc1[N+](=O)[O-] | -13 | 6% | 1% | 7% | 10% | -10% | 1% | -6 | 1 | 14
COc1ccc(-c2n[nH]c(=S)n2C2CCCCC2)cc1 | 11 | -15% | 2% | -14% | 2% | 2% | 8% | -11 | 1 | -11
Cc1ccc(-c2nsc(SCC(=O)NCC3CCCO3)n2)cc1 (stereo not drawn) | -3 | 3% | 1% | -17% | -3% | -1% | 9% | -16 | -1 | 1
Cc1[nH]nc(S(=O)CC(=O)O)c1[N+](=O)[O-] (stereo not drawn) | -12 | 2% | 2% | 16% | -2% | 10% | 0% | -2 | -2 | 3
COc1ccc(C(=O)CCc2nc3ccccc3s2)cc1 | -11 | 14% | 2% | ? | -3%[46.1 µM] | -12% | 0% | 0 | 19 | -12
CC(=O)c1cccc(NC(=O)CN(C)S(=O)(=O)c2ccc3c(c2)CCC(=O)N3)c1 | -1 | 0% | 3% | 1% | -29% | -25% | 6% | 0 | -2 | 13
COc1ccc(N2C(=O)CC(Nc3ccc(N4CCOCC4)cc3)C2=O)c(OC)c1 (stereo not drawn) | 4 | -2% | 2% | 7% | 3% | 3% | -16% | 1 | . | 2
COc1cccc(/C(O)=C/c2nc3ccc(C(=O)NCCc4cccc(C)c4)cc3[nH]c2=O)c1 | -1 | 0% | 3% | ? | -1%[46.1 µM] | -2% | 12% | -5 | 7 | -10
O=C(Nc1ccc2nc3n(c(=O)c2c1)CCCC3)c1cccc([N+](=O)[O-])c1 | -2 | -1% | 4% | 3% | 2%[46.1 µM] | 5% | 1% | -12 | -7 | -6
Cc1cccc(C(=O)NCC(=O)OCC(=O)c2ccc(C)s2)c1 | 4 | . | 1% | 18% | -1%[46.1 µM] | -4% | 3% | -2 | . | 9

Brought forward from above: two entries, followed by the next part.
SMILES | KCNH2 WT inh | Mito fusion yeast | USP2a block | ELG1 repair inh | TCR act | Eya2 phos inh | AT treatment | TSHR antagonist | TRPV1 agonist | KCNH2 3.1 inh
O=C(Nc1ccc2nc3n(c(=O)c2c1)CCCC3)c1cccc([N+](=O)[O-])c1 | -2 | -1% | 4% | 3% | 2%[46.1 µM] | 5% | 1% | -12 | -7 | -6
Cc1cccc(C(=O)NCC(=O)OCC(=O)c2ccc(C)s2)c1 | 4 | . | 1% | 18% | -1%[46.1 µM] | -4% | 3% | -2 | . | 9
CN1CCN(C(=O)CNC(=O)c2cccs2)CC1 | 0 | . | 0% | ? | -1% | 2% | 13% | -14 | . | -7
COc1ccc(C(=O)N/N=C(\C)CC(=O)Nc2ccc(Cl)cn2)cc1 | 4 | 3% | 0% | ? | 5% | 3% | 4% | 2 | 12 | -17
CCOC(=O)c1c(C)[nH]c(C(=O)N2CCC(C(=O)OCC)CC2)c1C | -2 | 2% | -7% | 0% | -4% | -1% | 20% | 5 | 1 | 2
Cc1ccc(-n2nnnc2SCC(=O)N2CCCCC2)cc1 | 6 | -1% | 3% | 25% | -1% | 16% | . | -6 | 25 | -2
CCCCC(CC)C(=O)O (stereo not drawn) | 17 | . | 3% | -3% | -3% | 3% | 5% | 1 | . | 11
C[C@H](CO)N1C[C@H](C)[C@@H](CN(C)S(=O)(=O)c2cccs2)Oc2c(NS(=O)(=O)c3ccccc3)cccc2C1=O | -7 | . | 2% | 8% | -2% | 10% | 5% | -2 | . | 0
Cc1ccc(-c2cc(Cc3ccncc3)c(=O)[nH]n2)cc1 | 0 | -4% | 0% | -3% | -4% | -7% | 11% | 1 | ? | -4

Screening data as filed in PubChem BioAssay.
